FLuc inh counter – Photinus pyralis luciferase inhibition counter-screen; 200,000 tested, 1.5% active; ATPLite firefly luciferase biochemical luminescence, 10 min; inhibition, % at 10 µM;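 active = inhibition above about 50% when tested at 10 µM, limit read from the data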
Target sequence (P08659 whole entry, looked up): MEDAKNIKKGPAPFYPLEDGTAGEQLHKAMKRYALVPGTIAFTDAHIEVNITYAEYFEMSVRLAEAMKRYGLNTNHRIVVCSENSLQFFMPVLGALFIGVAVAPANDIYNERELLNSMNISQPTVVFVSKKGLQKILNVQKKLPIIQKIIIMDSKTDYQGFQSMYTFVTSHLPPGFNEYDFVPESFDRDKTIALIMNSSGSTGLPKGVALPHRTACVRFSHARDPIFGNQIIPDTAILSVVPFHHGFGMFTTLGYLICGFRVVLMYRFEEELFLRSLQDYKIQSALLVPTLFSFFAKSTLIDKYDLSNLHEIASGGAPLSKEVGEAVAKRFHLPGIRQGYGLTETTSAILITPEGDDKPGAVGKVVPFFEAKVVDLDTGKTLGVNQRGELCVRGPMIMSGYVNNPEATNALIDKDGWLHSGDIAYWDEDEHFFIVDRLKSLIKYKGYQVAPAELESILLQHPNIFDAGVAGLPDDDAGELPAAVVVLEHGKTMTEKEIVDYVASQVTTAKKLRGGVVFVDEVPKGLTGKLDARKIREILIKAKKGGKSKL
STAT3 act – activators of IL-6 induced STAT3 signaling. 190,000 tested, 0.91% active. activation (% of control), % at 5.6 µM. U3A cells, IL-6 STAT3-luciferase reporter, luminescence; 100% = signal with IL-6 EC80 alone;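 active = activation above the screen-wide mean of compound activation plus 3 SD, cut at about 130% in these data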;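 note: 0% = background luminescence of wells with medium and substrate only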
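Test system: STAT3-luciferase reporter U3A cells; Detection: reporter luminescence signal; Times: 1 h compound pre-exposure, 6 h IL-6 stimulation, 37 °C; Benchmarks: IL-6-only high control; Also added: IL-6 stimulus at 33 ng/mL final.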
NF-kB neuron act – raises NF-kB expression in human neuronal cells; NF-kB reporter expression; hits give high values; fold change at 12.5 µM; 190,000 tested, 1.6% active; in the data active = fold change above about 3.3
STAT1 blocker – reduces IFN-gamma driven STAT1 reporter signal | AID 920 | inhibition, % at 5.5 µM | 200,000 tested, 0.35% active | NIH 3T3 STAT1-luciferase reporter, luminescence;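 active = inhibition above a set limit, the mean inhibition across all tested compounds plus 3 SD, cut at about 34% in these data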;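 note: 0% = IFN-gamma with DMSO and 100% = IFN-gamma with 300 µM nifuroxazide; values of inactives mirror those of a sister screen read the other way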
APP 5UTR inh – APP translation inhibition; SH-SY5Y APP 5'UTR-luciferase reporter, luminescence; inhibition, % at 2 µM; 190,000 tested, 0.82% active; AID 1285;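 active = inhibition above a set limit, derived from the sample mean plus 3 SD, cut at about 45% in these data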; note: values of inactives mirror those of a sister screen read the other way
ROMK primary – modulates human ROMK potassium channel activity | P48048 | Tet-inducible ROMK, thallium flux fluorescence; actives lie on both sides | B-score at 10 µM | 130,000 tested, 2% active;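 active = signal ratio slope over the read window, or its plate-corrected B-score, at least 3 SD from the plate mean, either direction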;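 note: B-score of the F/F0 ratio slope over 7 to 12 s after thallium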
Target sequence (P48048 whole entry, looked up): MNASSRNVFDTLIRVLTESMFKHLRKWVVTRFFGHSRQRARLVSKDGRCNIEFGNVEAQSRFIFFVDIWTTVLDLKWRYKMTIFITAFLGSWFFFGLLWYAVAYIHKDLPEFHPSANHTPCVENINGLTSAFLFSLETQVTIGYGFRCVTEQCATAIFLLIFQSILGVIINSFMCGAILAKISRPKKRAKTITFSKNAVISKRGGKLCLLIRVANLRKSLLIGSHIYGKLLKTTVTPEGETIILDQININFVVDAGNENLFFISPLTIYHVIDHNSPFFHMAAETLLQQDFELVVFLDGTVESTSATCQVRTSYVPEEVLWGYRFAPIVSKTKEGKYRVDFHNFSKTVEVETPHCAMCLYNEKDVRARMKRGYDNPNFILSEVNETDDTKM
STAT3 blocker – reduces IL-6 driven STAT3 reporter signal; U3A cells, IL-6 STAT3-luciferase reporter, luminescence; host cell line lacks STAT1; inhibition, % at 5.5 µM; 190,000 tested, 0.89% active; AID 862;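 active = inhibition above the mean inhibition across all screened compounds plus 3 SD, cut at about 44% in these data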;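 note: 0% = DMSO only wells and 100% = 100 µM nifuroxazide control wells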
FLuc stim CS – firefly luciferase counter-screen for stimulation assays. P08659. ATPlite luciferase biochemical, luminescence, 10 min; 0 = ATP-free wells, 1 = DMSO control. activation factor at 10 µM. 200,000 tested, under 10 active. AID 1027;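 active = luciferase activation factor, scaled between plate controls, of at least 2 with compound at 10 µM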
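System: Luciferase/luciferin detection reagent, cell-free biochemical luciferase assay | Medium: PBS buffer for ATP | Dosing: Test compounds dosed from 2 mM stocks in 100% DMSO | Timing: 10 min at ambient temperature | Signal: Luminescence measurement of luciferase light output | Evaluation: Luciferase activation, seen as luminescence increase over controls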
STAT1 activator – activators of IFN-gamma induced STAT1 signaling; NIH 3T3 STAT1-luciferase reporter, luminescence; 100% = IFN-gamma alone, no compound; 200,000 tested, 2.6% active; activation (% of control), % at 5.5 µM; AID 932;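 active = activation above the screen-wide mean activation plus 3 SD, cut at about 130% in these data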;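 note: raw ratio to IFN-gamma control signal so 100% means no change and 0% no light; values of inactives mirror those of a sister screen read the other way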
APP 5'UTR act – APP 5'UTR luciferase reporter activation; SH-SY5Y APP 5'UTR luciferase reporter, luminescence; zero percent = DMSO vehicle wells; activation, % at 2 µM; 190,000 tested, 1% active;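 active = activation above a set limit, based on mean plus 3 SD of controls, cut at about 140% in these data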; note: values of inactives mirror those of a sister screen read the other way
Starred values were filed as active, the others as inactive; . = not tested or not shown. No enrichment for hits; 7.1% or so of the library scored in one or more.

canonical_smiles	FLuc inh counter	STAT3 act	NF-kB neuron act	STAT1 blocker	APP 5UTR inh	ROMK primary	STAT3 blocker	FLuc stim CS	STAT1 activator	APP 5'UTR act
O=C1CCC(/C=C/c2ccccc2)=NN1Cc1ccc(Cl)c(Cl)c1	-7	101	1.1	4	.	-0.68	5	1.1	96	.
COCCn1c(SCC(=O)OC(C)C)nnc1-c1ccccc1	-5	102	1.1	-3	4	0.55	0	1.1	106	-4
C[C@@H]1CN(Cc2nc(-c3ccc(Cl)cc3)no2)C[C@H](C)O1	-3	89	1.2	-7	3	0.52	15	1	105	-3
CCOC(=O)C1=C(C)C2C3C(=O)N(c4cc(C)ccc4C)C(=O)C3C1(C)C1C(=O)N(c3cc(C)ccc3C)C(=O)C21 (configuration not stated)	-4	99	1.1	3	75*	.	1	1	97	-75
CCOC(=O)C1C(=O)CC(C)(O)C(C(=O)OCC)C1c1ccc(SC)cc1 (configuration not stated)	-1	103	0.84	1	-8	-0.64	6	1	99	8
CC1=C(C(=O)OC2CCCCCCC2)C(c2cc3c(cc2Br)OCO3)CC(=O)N1 (configuration not stated)	-3	101	1	2	28	.	0	1	98	-28
Cn1c(/C(C#N)=C/Nc2ccccn2)nc2ccccc21	0	108	0.89	-2	4	-0.61	-12	1	101	-4
Cc1ccc(C(=O)C(OC(=O)CNS(=O)(=O)c2ccccc2)c2ccccc2)cc1 (configuration not stated)	-8	106	1.1	-5	-11	.	0	1.1	105	11
CS(=O)(=O)Nc1ccccc1C(=O)N1CCCC1	-4	103	0.83	-4	-7	0.044	-3	1	115	7
CCOC(=O)Cc1csc(NC(=O)c2c(O)c3ccccc3n(CC(C)C)c2=O)n1	-5	105	0.8	-2	.	2.1	1	1	101	.
NC(=S)c1ccc(C(N)=S)o1	-4	98	1.2	8	7	.	8	1	93	-7
O=C(Cn1nnc2ccccc21)N/N=C\c1cccs1	-8	97	1.3	-1	14	.	-2	1.1	101	-14
O=C1c2ccccc2C(Nc2cccnc2)N1Cc1ccccc1Cl (configuration not stated)	-1	101	1.2	17	28	.	-1	1	85	-28
CCOCCCNC(=O)C1CCN(S(=O)(=O)CC)CC1	-8	97	0.9	-4	-1	0.2	7	1.1	104	1
Cc1ccc(S(=O)(=O)N2CCOCC2)cc1C(=O)O	-4	104	1	-1	5	.	0	1	102	-5

Individual results from the entries so far.
CCOC(=O)Cc1csc(NC(=O)c2c(O)c3ccccc3n(CC(C)C)c2=O)n1 – STAT3 act: 105
Cc1ccc(S(=O)(=O)N2CCOCC2)cc1C(=O)O – APP 5'UTR act: -5
CCOC(=O)C1C(=O)CC(C)(O)C(C(=O)OCC)C1c1ccc(SC)cc1 (configuration not stated) – STAT1 activator: 99

The list continues.
canonical_smiles	FLuc inh counter	STAT3 act	NF-kB neuron act	STAT1 blocker	APP 5UTR inh	ROMK primary	STAT3 blocker	FLuc stim CS	STAT1 activator	APP 5'UTR act
O=[N+]([O-])c1cc(/C=N/N2CCN(c3ccccc3)CC2)ccc1Cl	-8	90	1.1	-8	8	0.08	14	1.1	108	-8
CN1CCN(c2oc(-c3ccco3)nc2S(=O)(=O)c2ccccc2)CC1	-3	90	1.1	9	-21	.	18	1	93	21
COc1cc2[nH]c(=S)n(CCN3CCOCC3)c(=O)c2cc1OC	-4	99	1.3	-6	3	.	6	1	105	-3
CCOc1ccc(N(CC(=O)NCc2ccc(F)cc2)S(=O)(=O)c2c(C)noc2C)cc1	-8	98	1.1	4	.	.	11	1.1	97	.
CC(C)C(OC(=O)c1cccs1)C(=O)NCc1cccs1 (configuration not stated)	-10	103	1.1	11	-5	-0.52	1	1.1	90	5
Cc1ccc(C(=O)NCC(=O)OCC(=O)Nc2cc(C)c(C)cc2[N+](=O)[O-])cc1	4	98	0.84	-6	-29	0.021	2	1	106	29
N#Cc1c(-c2ccccc2)nc2n1CCS2	-3	87	1.4	-11	-10	0.059	23	1	110	10
O=C(C1CCCCC1)N1CCN(S(=O)(=O)c2ccc(Br)cc2)CC1	-2	98	1.1	0	-14	-1.1	6	1	100	14
O=C(COc1ccc(S(=O)(=O)N2CCCCC2)cc1)NCc1ccccn1	-1	102	0.99	-3	-2	0.95	9	1	102	2
O=C(Cn1cnc2ccc(Cl)cc2c1=O)c1cccs1	-2	104	0.97	2	2	.	-4	1	98	-2
COc1ccc(-c2noc(CSc3nc(-c4ccccc4)cc(=O)[nH]3)n2)cc1	0	101	2.2	-1	1	0.081	-4	1	101	-1
CCSc1nnc(NC(=O)COc2ccc(Cl)cc2)s1	-2	99	1.1	-4	-8	-0.52	12	1	103	9
CCc1nc(SCC(=O)NCCc2ccccc2)c2oc3ccccc3c2n1	-3	104	0.81	11	-4	.	0	1	90	4
CCOC(=O)/C(C#N)=C/C=C1\C=Cc2ccccc2N1CC	2	84	1.2	-6	-5	-1.1	26	1	106	5
Cn1c(SCc2nc(-c3cccs3)no2)nnc1C1CCCCC1	-6	100	1	2	-11	.	3	1.1	96	11
CCCn1c(=O)c2ccccc2n2c(SCC(=O)N3CCc4ccccc4C3)nnc12	-6	97	0.76	12	61*	.	2	1.1	89	-61
COc1cccc(CN(C)CC(=O)NCc2ccccc2Cl)c1	4	105	1.1	0	-6	.	0	1	100	6
C=CCNC(=S)N1CCC(C(=O)c2ccc3c(c2)OCCO3)CC1	-4	94	1.2	-1	17	0.23	14	1	99	-17
O=C(O)Cn1cnc2sc3c(c2c1=O)CCCC3	-5	106	0.9	-8	-4	.	-5	1.1	106	4
Cc1nc2ccc(F)cc2cc1C(=O)NCC1CCCO1 (configuration not stated)	-4	117	0.92	-4	7	.	-15	1	104	-7
COC(=O)COc1ccc(S(=O)(=O)NCc2ccncc2)cc1	-1	49	1	20	9	.	63*	1	81	-9
CCn1cc(C(=O)NCc2ccc3c(c2)OCO3)c(=O)c2cc(S(=O)(=O)N3CCOCC3)ccc21	-1	104	1.1	2	3	.	5	1	98	-3
COc1ccc(/C=N/Nc2ncc(-c3ccccc3)cn2)c(OC)c1	-4	87	0.67	-6	1	.	16	1	105	-1
COc1cccc(C2N(c3ccc(Cl)cc3)C(=O)C3CCCN32)c1 (configuration not stated)	-7	111	1	-2	-2	.	-8	1.1	102	2
FC(F)(F)c1cnc2c(c1)Nc1ccccc1S2	-4	95	1.8	-10	-21	.	12	1	109	21
COc1ccc(C2Nc3ccc4ccccc4c3-c3c2c(=O)oc2ccccc32)cc1 (configuration not stated)	0	109	1.1	6	-6	-0.43	-13	1	95	6
Cc1cccc(Nc2ncccc2C(=O)O)c1C	1	107	1.1	1	2	.	-3	1	99	-2
CCc1c(C)sc(NC(=O)c2ccc(Br)o2)c1C(=O)OC	5	119	0.98	-14	-10	2.1	-17	0.9	113	10
CC1(C2(O)CC(c3ccccc3)ON2)CCCCC1 (configuration not stated)	-7	102	1.1	3	-5	-0.46	-2	1.1	94	5
Cc1ccc(NC(=O)CCN2C(=O)CSC2=O)cc1	-1	105	1.3	-6	-10	0.044	-3	1	105	10

Overlap with the part before: 3 compounds, then new ones.
canonical_smiles	FLuc inh counter	STAT3 act	NF-kB neuron act	STAT1 blocker	APP 5UTR inh	ROMK primary	STAT3 blocker	FLuc stim CS	STAT1 activator	APP 5'UTR act
CCc1c(C)sc(NC(=O)c2ccc(Br)o2)c1C(=O)OC	5	119	0.98	-14	-10	2.1	-17	0.9	113	10
CC1(C2(O)CC(c3ccccc3)ON2)CCCCC1 (configuration not stated)	-7	102	1.1	3	-5	-0.46	-2	1.1	94	5
Cc1ccc(NC(=O)CCN2C(=O)CSC2=O)cc1	-1	105	1.3	-6	-10	0.044	-3	1	105	10
COc1ccc(CCNC(=O)CCS(=O)(=O)c2ccc(Br)cc2)cc1OC	-5	106	1.3	9	16	1	-5	1.1	91	-16
CCOc1ccccc1NC(=O)CCSc1nc2n[nH]c(C)c2c(=N)n1-c1ccccc1Cl	-7	100	0.85	8	2	-0.39	4	1.1	94	-2
Cc1ccsc1C(=O)C1CCCN(Cc2cn(C)nc2-c2ccccc2)C1 (configuration not stated)	1	98	0.9	8	-6	0.034	8	1	93	6
CCOc1ccccc1Nc1nnc(SCc2ccc(C(=O)OC)o2)s1	-5	91	1.3	3	0	.	20	1.1	97	0
Cc1nn(C)cc1/C=N/n1nnnc1N	-5	103	1.2	-4	3	0.16	0	1.1	103	-3
Cc1ccc(C)c(CSc2nnc(-c3cccnc3)o2)c1	-7	97	0.93	-4	-7	.	10	1.1	104	7
CCOC(=O)c1[nH]c(C)c(C(=O)Nc2ccc3c(c2)CCC3)c1C	-7	95	0.87	-3	-6	.	16	1.1	103	6
COc1ccc(OCC(=O)Nc2ccc(N3CCOCC3)cc2)cc1	1	104	1.6	-5	-11	.	1	1	105	11
O=S(=O)(Nc1cccc2cccnc12)c1ccc(S(=O)(=O)N2CCCC2)cc1	-3	103	0.83	14	-4	-0.78	0	1	87	4
O=C(O)c1ccc([N+](=O)[O-])c(CS(=O)(=O)c2ccc(Cl)cc2)c1	1	84	0.93	4	-3	0.22	23	1	97	3
O=C1CCCc2nc3nc4ccccc4n3cc21	5	99	1.2	3	-8	0.18	9	0.9	97	8
COc1cc2[nH]c(=O)n(CCC(=O)NCCC(C)C)c(=O)c2cc1OC	-6	101	1.2	7	1	-0.005	-4	1.1	94	-1
COc1ccc(NC(=O)CC2SC(=O)NC2=O)cc1 (configuration not stated)	-1	98	1.1	-1	1	0.52	4	1	99	-1
Cc1ccc2c3c([nH]c2c1)C(=O)CC(C)(C)S3	0	86	1.2	-8	1	0.95	21	1	106	-1
CCOC(=O)CC(=O)CSc1nc(C)nc2c1oc1ccccc12	4	92	1.5	2	-18	-0.47	18	1	98	18
CCCc1cc(=O)[nH]c(SCC(=O)N2CCC(C(=O)OCC)CC2)n1	-2	96	1.1	11	13	0.29	4	1	91	-13
COC(=O)C1=C(C)NC(=O)NC1c1cn(-c2ccccc2)nc1-c1cccs1 (configuration not stated)	-5	110	1.1	-5	-6	.	-5	1.1	106	6
CCCOc1cccc(C2/C(=C(/O)c3ccccc3)C(=O)C(=O)N2CCN(C)C)c1 (configuration not stated)	-10	100	1.4	-2	0	0.67	1	1.1	105	0
CCOc1ccccc1Oc1coc2cc(OC)ccc2c1=O	2	99	1.3	-2	-9	.	5	1	102	9
CCC(=O)Nc1cccc(-c2nc3ccccc3c(=O)o2)c1	4	102	1.1	8	-4	.	3	1	93	4
O=C(C1=C[C@H](c2coc3ccccc3c2=O)C[C@H](OCCCCO)O1)N1CCN(Cc2ccccc2)CC1	-5	.	0.37	-2	-6	.	.	1.1	104	6
Cc1cc(NC(=O)C2CCCC2)n(-c2nc3ccccc3[nH]2)n1	1	91	0.97	4	7	.	14	1	96	-7
COc1ccccc1NC(=O)c1cc(C)nc2ccccc12	-4	101	0.94	6	8	-0.028	1	1	93	-8
CC(C)(C)C(=O)Nc1ccc(C(=O)NNC(=O)c2ccccc2)cc1	-4	104	0.88	-8	8	0.9	-6	1	108	-8
